GPR151 activ: activators of human GPR151; Q8TDV0; AID 1508602; 650,000 compounds, 1% hits; PathHunter beta-arrestin GPR151 cells, luminescence; activation, % at 11.2 µM; in the data active = activation above about 4.9%;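 also: 0% = median of compound wells and 100% = cells with positive control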
TEAD-YAP inh: TEAD-YAP interaction inhibition; inhibition, % at 9.12 µM; AID 1259422; HEK-TIYL cells, TEAD-Gal4/YAP UAS-luciferase luminescence; 640,000 compounds, 1.4% hits; in the data active = inhibition above about 32%;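 also: 0% = median of test compound wells and 100% = reference inhibitor wells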
MITF inh: human MITF inhibition, primary screen; inhibition, % at 2.6 µM; 650,000 compounds, 0.91% hits; O75030; AlphaScreen MITF homodimerization, bead proximity signal; in the data active = inhibition above about 50%;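 also: 0% = vehicle wells with protein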
FBW7 act: human FBW7 E3 ligase activation, primary screen. AID 1259310. 650,000 compounds, 0.13% hits. normalized activity (activation), % at 26.1 µM. Q969H0. AlphaScreen FBW7–phospho-cyclin E peptide binding, activator screen; in the data active = normalized activity above about 1.9%;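 also: purified mutant Fbw7 with reduced substrate affinity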
Target sequence (Q969H0 whole entry, looked up): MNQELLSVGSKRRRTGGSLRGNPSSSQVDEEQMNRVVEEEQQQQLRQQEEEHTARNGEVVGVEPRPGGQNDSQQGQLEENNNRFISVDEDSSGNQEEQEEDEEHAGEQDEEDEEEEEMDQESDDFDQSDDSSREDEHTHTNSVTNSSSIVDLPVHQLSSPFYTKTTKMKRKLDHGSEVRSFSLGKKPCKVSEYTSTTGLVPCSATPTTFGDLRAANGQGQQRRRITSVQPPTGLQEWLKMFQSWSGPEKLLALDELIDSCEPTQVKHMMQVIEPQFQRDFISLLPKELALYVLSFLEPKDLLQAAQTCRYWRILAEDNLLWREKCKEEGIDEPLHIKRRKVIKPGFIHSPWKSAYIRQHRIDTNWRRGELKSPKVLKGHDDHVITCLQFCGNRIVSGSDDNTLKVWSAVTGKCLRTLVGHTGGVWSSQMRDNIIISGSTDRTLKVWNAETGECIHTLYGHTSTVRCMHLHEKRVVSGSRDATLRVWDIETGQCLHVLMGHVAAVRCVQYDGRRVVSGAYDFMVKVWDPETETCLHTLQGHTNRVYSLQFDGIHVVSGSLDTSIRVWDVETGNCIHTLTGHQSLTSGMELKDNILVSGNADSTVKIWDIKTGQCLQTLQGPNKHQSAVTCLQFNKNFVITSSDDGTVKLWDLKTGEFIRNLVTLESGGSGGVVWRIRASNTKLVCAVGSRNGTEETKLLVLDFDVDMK
Starred values were filed as active, the others as inactive.

canonical_smiles	GPR151 activ	TEAD-YAP inh	MITF inh	FBW7 act
CC(=O)Nc1ccc(C2C(C#N)=C(N)Oc3n[nH]c(-c4cccs4)c32)cc1 (centres undefined)	0.9	2.9	-12.2	-0.7
c1ccc(OCCCCn2nnc3ccccc32)cc1	1.4	-3.3	5.0	0.3
Cc1cc2c(cc3c(=O)n(CCN4CCCC4)nc(C)n32)s1	-0.1	-0.3	10.6	-0.2
Cc1ccc(S(=O)(=O)NC(=O)NC(C)c2ccccc2)cc1 (centres undefined)	-0.4	2.7	-8.7	0.6
FC(F)(F)c1cccc(CNc2nc(Nc3ncccn3)nc3c2ncn3-c2ccccc2)c1	0.1	-1.1	0.8	0.0
CC(=O)N1CCN(Cc2c(C(=O)N3CCOCC3)nc3c(C)cccn23)CC1	-0.5	1.7	5.3	0.2
COc1ccc(OC)c(NC(=O)C2c3ccccc3C(=O)N(C)C2c2cccs2)c1 (centres undefined)	-0.7	0.2	15.9	0.0
Cc1nn(C)c(Nc2ccc(Br)cc2)c1Br	4.6	13.3	4.2	-0.1
CC(C)n1c(SCc2ccccc2Cl)nc2c1c(=O)[nH]c(=O)n2C	1.4	43.4*	3.8	0.3
CC1CCc2c(sc(NC(=O)c3ccccc3)c2C(=O)Nc2ccccc2)C1 (centres undefined)	-0.4	10.6	6.2	1.5
COc1ccc(C2N=C(c3ccc4c(c3)OCO4)CC(c3ccccc3O)N2)cc1OC (centres undefined)	-4.6	-49.4	8.6	0.0
Cc1ccc2nc(NCCCNS(=O)(=O)c3ccc4c(c3)OCCO4)c(C#N)cc2c1	-0.9	-13.5	12.8	0.3
CC(C)C(=O)Nc1ccc(C(=O)Oc2ccccc2)c(O)c1	0.7	-26.6	14.9	0.2
O=S(=O)(c1ccc2c(c1)OCCO2)N1CCC2(CC1)OCCN2S(=O)(=O)c1ccccc1	-0.3	-10.0	11.3	0.1
CCC1=Nc2ccc(Br)cc2C(c2ccccc2)N1CC(=O)OC (centres undefined)	1.0	7.6	7.8	0.1
COc1cccc(C(=O)c2snc(Nc3ccc(F)cc3)c2N)c1	2.0	-4.7	0.5	-0.1
COc1c(C)cccc1C(=O)Nc1ccc2oc(=O)ccc2c1	0.8	-22.1	-2.3	0.0
COc1cccc(NC(=O)c2cc([N+](=O)[O-])ccc2NC(=O)CN2CCCCCC2)c1	1.4	-6.9	9.2	0.0
Cc1cc(=O)n2nc(N3CCCC3C(=O)NCc3ccccc3)sc2n1 (centres undefined)	0.2	6.5	3.9	0.3
O=C(CC(SCCO)c1ccc([N+](=O)[O-])cc1)c1ccco1 (centres undefined)	2.4	-1.2	11.5	-0.1
O=C(Nc1ccc2nn(-c3ccccc3)nc2c1)c1ccc(Cl)c([N+](=O)[O-])c1	-0.3	1.6	-10.2	-0.1
CCOC(=O)c1ccc(NC(=O)c2ocnc2C)cc1	-0.3	-13.8	-3.1	-0.1
O=C(CSc1n[nH]c(-c2ccccc2)n1)Nc1ccc(Br)cc1	-1.4	27.0	26.8	1.4
Cc1ccc(N2C(=O)N(CC(=O)Nc3ccc(C)cc3C)C(=O)C2C)cc1 (centres undefined)	-0.9	1.6	10.2	0.6
CCCn1c(-c2ccccc2Cl)n[nH]c1=S	2.1	3.2	9.4	0.1
O=C(c1cc2ccccc2oc1=O)n1cc([N+](=O)[O-])cn1	-1.6	3.8	-2.3	-0.1
CC1(C)CC(=O)C2=C(C1)Nc1ccccc1N(C(=O)Cc1ccccc1)C2c1cccc([N+](=O)[O-])c1 (centres undefined)	0.0	9.4	-1.6	0.1
N#C/C(=C(/O)COC(=O)c1ccc(N2CCCC2)c([N+](=O)[O-])c1)c1nc2ccccc2[nH]1	-1.2	-3.0	-1.8	0.1
COc1cc([N+](=O)[O-])ccc1-c1ccc(C=C(C#N)C#N)o1	-1.0	3.2	7.8	0.6
O=C(c1cccnc1)N1C2CCC1CC(O)(c1ccc(F)cc1)C2 (centres undefined)	0.3	14.4	14.2	0.2
Cc1cccc(C)c1NC(=O)CSc1nnc(-c2ccco2)n1C	2.0	6.7	3.3	0.0
Cc1ccc(C)c(NC(=O)Cn2c([N+](=O)[O-])cnc2C)c1	0.3	-2.6	-4.2	-0.2
Cn1cccc1C1C(C#N)=C(N)OC2=C1C(=O)CCC2 (centres undefined)	0.6	6.1	3.4	-0.1
O=C(c1cnccn1)N1CCN(C2=NN=C(c3ccccc3)CS2)CC1	3.1	-23.4	10.8	-0.5
O=C(COc1cccc(C(F)(F)F)c1)NCc1ccco1	-0.1	17.6	-11.6	-0.3
COc1ccc(-n2c(C)nc3cc(C(=O)NCc4ccccn4)ccc32)cc1	1.2	14.5	2.6	-0.1
CCOC(=O)C1CCN(C(=O)c2ccc(OC)c([N+](=O)[O-])c2)CC1	-1.7	4.1	6.7	0.0
O=C1/C(=C/c2ccccc2)SC(=S)N1Cc1cccnc1	2.6	-0.3	-9.4	0.0
COC(C(=O)N/N=C/c1ccc(OCC(=O)Nc2ccccc2)cc1)c1ccccc1 (centres undefined)	-0.9	-6.4	-4.0	0.0
CC(C)[C@@H]1NC(=O)[C@H]2CN(C(=O)c3cccc(Cl)c3)CCN2C1=O	-0.9	-7.3	-3.3	0.0
Cc1ccc(C2=NC(c3ccc(F)cc3)NC(c3cc(Br)ccc3O)C2)cc1 (centres undefined)	1.3	19.8	-6.0	-0.2
CCn1c(SCC(=O)c2cc(OC)ccc2OC)nnc1-c1ccco1	-1.1	-2.9	-1.2	-0.1
CC(C)c1ccc(C2C(C(=O)c3cccs3)=C(O)C(=O)N2CCN2CCOCC2)cc1 (centres undefined)	1.3	7.4	-7.8	0.0
CCN1CCN(CC(O)COCCOc2ccc(Cl)cc2)CC1 (centres undefined)	0.1	2.0	-7.2	0.1
Cc1nn(-c2ccc(F)cc2)c2ncc(C(=O)NCc3ccco3)c(Cl)c12	-1.4	0.5	-13.6	-0.3
O=C(COC(=O)c1ccc(NC(=O)c2ccccc2Br)cc1)c1ccc(Br)cc1	0.8	2.2	3.5	0.0
COc1ccccc1NC(=S)N(Cc1cccnc1)Cc1ccco1	1.1	12.8	-2.5	0.0
CCOc1ccc(-n2c(=O)[nH]cc(C(=O)Nc3ccc(F)cc3F)c2=O)cc1	-1.3	8.6	13.7	0.1
Cc1nc2c(c(C)nn2C)c(C)c1CCC(=O)NCc1cccs1	0.5	3.1	-3.7	0.0
Nc1nnc(SCc2nc3sc4c(c3c(=O)[nH]2)CCCC4)s1	-1.2	-7.6	0.9	0.0
O=C(COC(=O)C(Cc1c[nH]c2ccccc12)NC(=O)c1ccco1)c1ccc(Cl)cc1 (centres undefined)	-0.4	-3.1	2.0	0.1
CCN(CC)CCNC(=O)C1CCN(c2nc3ccc(OC)cc3s2)CC1	1.0	1.9	19.1	-0.1
O=C(NCCNc1ccc([N+](=O)[O-])cc1Cl)c1cccc(Br)c1	-0.6	14.7	0.0	-0.1
Cc1nc(-c2cccc(NC(=O)c3cccc(Br)c3)c2)cs1	-3.0	-5.7	-9.4	0.0
CCCCOC(=O)c1nc(Cl)c(Cl)c(N)c1Cl	0.0	-11.7	15.3	0.1
CCCNC(=O)c1cccc(NCCCN2CCCC2=O)c1	-2.5	0.2	5.4	-0.1
CC(=O)c1ccc(NC(=O)c2ccc(C)cc2)cc1	-2.7	-59.4	-5.7	0.0
COc1ccc(S(=O)(=O)N2CCN(S(=O)(=O)c3ccc(Cl)cc3)CC2)cc1	0.3	5.3	-0.7	0.1
CN1CCN(S(=O)(=O)c2ccc(NC(=S)NC(=O)C(C)(C)C)cc2)CC1	-0.7	-8.9	-8.8	-0.1
CS(=O)(=O)c1ccc(Cl)c(C(=O)O)c1	-0.2	2.1	-8.9	-0.1

Reformatted with each value named: two of the compounds above
compound: Cc1cccc(C)c1NC(=O)CSc1nnc(-c2ccco2)n1C
  GPR151 activ: 2.0 | TEAD-YAP inh: 6.7 | MITF inh: 3.3 | FBW7 act: 0.0
compound: Cc1ccc(C)c(NC(=O)Cn2c([N+](=O)[O-])cnc2C)c1
  GPR151 activ: 0.3 | TEAD-YAP inh: -2.6 | MITF inh: -4.2 | FBW7 act: -0.2

Other results follow.
canonical_smiles	GPR151 activ	TEAD-YAP inh	MITF inh	FBW7 act
COc1ccc(OC)c(C2C(C(=O)Nc3cccnc3)=C(C)NC3=C2C(=O)CCC3)c1 (centres undefined)	1.1	-5.3	-21.7	0.2
COc1ccc(Nc2nc3ccccc3nc2NS(=O)(=O)c2ccc(C)cc2)cc1	-0.8	0.0	0.5	0.0
COc1ccc(CSc2nc(N)c3c4c(sc3n2)CCCC4)cc1	2.4	-16.4	15.6	0.0
O=C(NC1CCN(Cc2ccccc2)CC1)c1ccc2nc(Nc3ccc(-n4ccnc4)cc3)sc2c1	-1.3	7.9	7.6	0.0
COC(=O)C1=NNC2C(=O)N(c3ccc(OC)cc3)C(=O)C12 (centres undefined)	6.1*	8.0	17.6	0.2
Cc1nnc(NC(=O)c2ccccc2CCc2ccccc2)s1	0.3	9.7	6.0	-0.2
CCOc1ccc(C2C(C(=O)OC)=CN(C(C)c3ccccc3)C=C2C(=O)OC)cc1 (centres undefined)	0.0	-1.4	-5.2	0.2
CCN(CC)C(=O)c1sc2[nH]c(=O)n(-c3ccccc3)c(=O)c2c1C	0.8	-6.1	-6.3	0.0
C=CCOC(=O)CCC(=O)Nc1cccc2ccccc12	-0.8	-3.2	30.8	-0.1
CC1CC1c1ccc(CCC(=O)c2cc(Cl)ccc2Cl)o1 (centres undefined)	1.0	9.6	7.9	-0.2
CN1CCc2[nH]c3ccc(Br)cc3c2C1	-0.5	8.6	10.5	0.0
O=C(NCCN1CCOCC1)c1cc(-c2ccco2)on1	-0.5	-34.8	15.4	0.0
O=C(Cc1ccc(F)cc1)N(Cc1cccnc1)c1nc2ccc(Cl)cc2s1	-0.7	4.6	-21.7	0.3
O=C1OCC2=C1C(c1ccc(F)cc1)c1cc3c(cc1N2)OCCO3 (centres undefined)	-0.1	52.6*	-2.4	-0.1
O=C(CCCCl)Nc1nc(-c2ccccc2)cs1	2.0	-38.2	2.9	0.1
N#Cc1cc2cc3c(cc2nc1NCCCNC(=O)c1ccc(Cl)cc1)OCO3	0.5	-16.1	-4.4	-0.1
O=c1oc2ccc(Cl)cc2cc1-c1nc(-c2ccc([N+](=O)[O-])cc2)n[nH]1	-2.3	2.6	10.9	0.1
c1ccc(-c2noc(CN3CCCN(c4ncccn4)CC3)n2)nc1	0.3	-13.4	5.9	0.0
Cn1cc(SCC(=O)Nc2ccccc2)c2ccccc21	-0.2	-46.1	2.7	0.1
CCc1cccc(C)c1NC(=O)C(C(C)C)N1C(=O)c2ccccc2C1=O (centres undefined)	2.1	9.8	2.1	0.1
Cc1cc(NC(=O)CSc2nc(N)c(NC(=O)c3ccco3)c(=O)[nH]2)no1	0.1	-11.2	3.8	0.1
Cc1ccc2nc(CN3CCN(CCO)CC3)nc(N3CCSCC3)c2c1	0.0	8.9	11.6	0.2
O=C(/C=C/Nc1ccc(F)cc1F)c1cccs1	0.5	73.4*	30.1	0.5
CCOc1ccc(/C(O)=C2\C(=O)C(=O)N(c3nnc(C)s3)C2c2ccc(F)cc2)cc1 (centres undefined)	0.5	3.9	5.7	0.0
Nc1ccc(-c2nc3cc(Cc4ccc5oc(-c6ccc(N)cc6)nc5c4)ccc3o2)cc1	0.6	-0.9	-5.5	0.1
COc1cc([C@@H]2Nc3ccc([N+](=O)[O-])cc3[C@@H]3C=CC[C@@H]32)cc(OC)c1OC	-0.6	-8.2	15.4	0.1
COc1ccc(-n2c(C)nc3cc(C(=O)NCC4CCCO4)ccc32)cc1 (centres undefined)	-0.6	5.8	4.8	0.0
Cc1nn(C)cc1CNC(=O)Nc1ccc(Br)cc1Cl	-0.4	-7.7	2.9	-0.1
COc1cccc2c1OC(c1cccc(Cl)c1)N1N=C(c3cccs3)CC21 (centres undefined)	-0.4	-79.9	-1.5	-0.1
COc1cc(C(=O)Nc2nn3c(-c4cccc(C)c4)nnc3s2)cc(OC)c1OC	-0.9	4.7	11.4	0.4
CCOC(=O)C1=C(c2ccccc2)S/C(=C2/C(=S)C(C)(C)N(C(C)=O)c3cc(C)c(C)cc32)S1	1.9	3.0	6.1	-0.3
OCCNc1nccn2c(-c3ccccc3CO)cnc12	0.2	-4.4	2.7	2.1*
O=C1C2C3C=CC(C3)C2C(=O)N1c1cccc(-c2nc3ccccc3c(=O)o2)c1 (centres undefined)	-1.9	0.7	-3.8	0.1
COC(=O)c1nnn(CC(=O)Nc2cccc(C)c2)c1C(=O)OC	0.4	0.0	6.6	-0.1
CC(=O)N1N=C(c2ccc(C)cc2)CC1c1ccc(C)cc1 (centres undefined)	-0.4	-45.6	14.5	0.3
Cn1c(=O)c(=O)n(C)c2cc(S(=O)(=O)CCC(=O)NCc3ccc(F)cc3)ccc21	-0.2	-1.0	0.0	0.0
CCC12CN3CC(CC)(CN(C1)C3c1ccco1)C2=O (centres undefined)	0.3	8.1	15.1	-0.1
COc1cc(C(=O)Nc2scc(-c3ccc(C)cc3)c2C(=O)O)cc(OC)c1OC	0.9	7.8	4.4	0.0

High-throughput results from PubChem BioAssay.
